Screening results as filed in PubChem BioAssay.
EP2 antag: human EP2 receptor antagonists, primary screen, TR-FRET cAMP, C6 glioma cells. inhibition, % at 25 µM. C6 glioma cells expressing human EP2; cells stimulated with saturating PGE2. 260,000 compounds, 0.52% hits;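 active = percent inhibition above 40 after rounding to a whole number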;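 also: rat C6 glioma host cells with rolipram phosphodiesterase inhibitor present; the protocol text gives 20 µM as final concentration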
Target sequence (P43116 whole entry, looked up): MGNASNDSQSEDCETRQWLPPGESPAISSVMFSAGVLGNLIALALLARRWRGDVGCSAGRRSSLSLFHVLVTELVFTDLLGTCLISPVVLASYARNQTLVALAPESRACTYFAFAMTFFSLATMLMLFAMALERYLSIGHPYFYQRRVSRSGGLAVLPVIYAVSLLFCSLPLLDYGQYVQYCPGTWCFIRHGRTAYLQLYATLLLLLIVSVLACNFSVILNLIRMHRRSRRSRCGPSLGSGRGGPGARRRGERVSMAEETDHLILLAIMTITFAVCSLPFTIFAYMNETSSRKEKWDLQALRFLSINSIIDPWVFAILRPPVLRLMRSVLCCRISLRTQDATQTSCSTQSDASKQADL
FXIa inh: human FXIa protease inhibitors, primary screen, biochemical, 1536-well. inhibition, % at 5 µM. 220,000 compounds, 0.14% hits. purified FXIa, Boc-Glu-Ala-Arg-AMC fluorogenic substrate. Coagulation factor XI (Homo sapiens), P03951;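 active = inhibition of at least 40%; inactive = inhibition below 40%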;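 also: fluorescence of freed AMC excited at 355 nm; 0% = enzyme without compound and 100% = no enzyme blank; many of its hits are not listed in these tables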
CHOP inh: inhibitors of CHOP promoter induction, primary screen, cell-based, unfolded protein response, luciferase reporter; inhibition, % at 10 µM; CHO-K1 CHOP-promoter luciferase, tunicamycin-induced, 15-18 h; 220,000 compounds, 3.8% hits;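 active = compounds that reduced the stress-induced luciferase reporter signal by more than about 70% of percent inhibition, limit read from the data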;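 also: 0% = tunicamycin plus vehicle and 100% = wells without tunicamycin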
Wee1 stabilizer: Wee1 degradation inhibitors, primary screen, cell-based, HeLa, Wee1K328M-luciferase, luminescence. 220,000 compounds, 1.2% hits. reporter increase, % at 5 µM. HeLa Luc-Wee1K328M stability; 100% = proteasome inhibitor MG132 effect. AID 1321, 2008;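 active = activation above the mean of all tested compounds plus 3 SD, set per screening run, cut at about 8.8% in these data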;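 also: cells exposed to compound for 20 h before luminescence read; 0% = DMSO alone and 100% = MG132 at 30 µM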
Target sequence (P30291 whole entry K328M): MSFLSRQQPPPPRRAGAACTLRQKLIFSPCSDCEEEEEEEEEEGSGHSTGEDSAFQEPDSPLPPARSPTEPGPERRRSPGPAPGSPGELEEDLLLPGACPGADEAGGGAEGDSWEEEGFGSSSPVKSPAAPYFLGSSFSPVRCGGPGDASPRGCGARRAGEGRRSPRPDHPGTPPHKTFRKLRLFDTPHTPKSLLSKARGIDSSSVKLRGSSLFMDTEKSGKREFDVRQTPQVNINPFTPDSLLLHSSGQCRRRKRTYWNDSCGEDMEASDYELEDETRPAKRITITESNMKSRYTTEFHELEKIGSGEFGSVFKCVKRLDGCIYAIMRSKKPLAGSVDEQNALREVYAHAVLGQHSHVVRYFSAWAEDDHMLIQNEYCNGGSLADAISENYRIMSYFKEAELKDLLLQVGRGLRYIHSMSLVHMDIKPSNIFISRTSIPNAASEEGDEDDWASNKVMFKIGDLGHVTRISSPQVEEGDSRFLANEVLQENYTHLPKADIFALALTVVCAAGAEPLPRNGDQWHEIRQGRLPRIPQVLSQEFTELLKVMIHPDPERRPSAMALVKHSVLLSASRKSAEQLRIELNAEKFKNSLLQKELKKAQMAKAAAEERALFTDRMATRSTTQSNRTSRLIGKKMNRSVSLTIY
zVAD death inh: inhibitors of zVAD-triggered necroptosis, primary screen, L929 cells. L929 zVAD necroptosis rescue, ATP luminescence, 24 h; with zVAD 60 µM. viability rescue, % at 10 µM. 220,000 compounds, 0.38% hits;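 active = activation, scaled between plate controls, above about 75%, limit read from the data; inactive = activation under that limit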;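 also: 0% = zVAD with DMSO and 100% = DMSO alone without zVAD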
TNF necrop inh: inhibitors of TNF-alpha triggered necroptosis, primary screen, cell-based, Jurkat FADD-/-, single concentration; Jurkat FADD-/- TNF necroptosis rescue, ATP luminescence, 24 h; 0 = TNF only, 100 = no-TNF cells; activation (protection from cell death), % at 10 µM; 220,000 compounds, 0.068% hits;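 active = activation, meaning protection from cell death, of at least 50% relative to plate controls; inactive = activation below 50%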;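 also: necroptosis triggered by 40 ng/mL TNF-alpha added together with compound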
Tb hexokinase: Trypanosoma brucei hexokinase 1 inhibitors, primary screen, biochemical, G6PDH-coupled NADH absorbance, MLSCN library | recombinant TbHK1, G6PDH-coupled NADH A340 | 220,000 compounds, 0.11% hits | AID 1430, 2008 | hexokinase 1 [Trypanosoma brucei] | inhibition, % at 10 µM;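 active = inhibition of 50% or more in the single-dose primary screen; inactive = inhibition below 50%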
FXIIa inh 1536: human FXIIa protease inhibitors, primary screen, biochemical, 1536-well. AID 800, 2007. purified FXIIa, Boc-QGR-AMC fluorogenic substrate, 2 h. 220,000 compounds, 0.3% hits. Coagulation factor XII (Homo sapiens), P00748. inhibition, % at 5 µM; in the data active = inhibition above about 40%;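 also: 0% = enzyme with no compound and 100% = blank without enzyme; many of its hits are not listed in these tables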
PPC-1+TRAIL kill: compounds killing PPC-1 cancer cells with TRAIL present, primary screen, TRAIL potentiator project, ATPLite luminescence, uHTS. PPC-1 cells + TRAIL, ATPLite viability luminescence. cell killing (% activity), % at 4 µM. 220,000 compounds, 0.41% hits;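 active = cell killing above 50% in the first pass at 4 µM, then a duplicate retest at 5 µM averaging 50% or more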;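 also: plate controls were cells with TRAIL plus DMSO for no effect and medium-only wells lacking cells for full effect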
Starred values were filed as active, the others as inactive; x = not tested or not shown; & = joins results of further samples; [ ] = remark or other dose.

SMILES	EP2 antag	FXIa inh	CHOP inh	Wee1 stabilizer	zVAD death inh	TNF necrop inh	Tb hexokinase	FXIIa inh 1536	PPC-1+TRAIL kill
CCOC(=O)c1ccc(NC(=O)N2CCN(CCc3ccccc3)CC2)cc1	7	1	23	-2	1.4	4.2	8	2	20
CCn1c(C)c2c(C)nnc(C)c2c1C	-6	-5	-5	-2	-0.2	-1.3	-5	-2	-9
O=C(Nc1nc(-c2ccc3ccccc3c2)cs1)c1ccc(N2C(=O)CCC2=O)cc1	8	9	42	2	x	-5.2	-8	18	16
CCCCNC(=O)CN1C(=O)c2cccc(N)c2C1=O	8	4	15	-4	1.2	0.8	-2	3	32
COC(=O)c1[nH]c2cc(OC)ccc2c1NC(=O)CCN1CCCCC1	17	45*	-10	1	-0.9	-0.6	-11	28	30
CCOC(=O)CSc1nc2cc(OC)ccc2cc1C#N	10&15	4	31	8	1.8	-1.9	-11	-1	42
CCOc1ccc(/C=N/NC(=S)NC2CC3C=CC2C3)cc1 (stereo not given)	13	-15	-4	-2	0.1	0.7	-3	2	8
CC(C)C1(C)C(=O)N=C2c3ccccc3C(=O)N21 (stereo not given)	12	-2	13	0	-0.1	-3.0	0	6	14
CCOC(=O)/C(C#N)=C1/C=Cc2ccccc2N1CC	11	4	-1	-2	0.0	-4.5	-2	11	24
O=C(Nc1cc(Cl)ccc1Cl)C1CC(=O)N(c2ccc(Br)cc2)C1 (stereo not given)	3	4	70*	3	-0.1	-0.6	-10	18	-7
COc1cc2c(cc1OC)C(C)N(C(=S)Nc1ccccc1)CC2 (stereo not given)	7	-1	48	2	1.3	3.0	-3	8	7
Cc1ccc2nc3c(cc(C#N)c(=O)n3-c3nccs3)c(=O)n2c1	8	-15	-17	0	0.9	0.9	-6	-28	0
Cc1ccc2oc(Nc3nc(-c4ccccc4)cc(=O)[nH]3)nc2c1	4	9	101*	-3	10	0.0	-2	9	12
O=C(c1ccccc1Cl)N1CCC(O)(c2cccnc2)CC1	5	-3	2	1	1.8	0.2	-3	8	x
Oc1oc(-c2ccccc2)nc1C=NCc1ccccc1	16	6	47	6	0.6	1.4	-66	18	10
COc1ccc(S(=O)(=O)N(C)CC(=O)N2CCCCC2)cc1Cl	11	7	-7	1	0.8	-0.2	4	11	4
CC1Cc2ccccc2N1C(=O)CNc1ccccc1N1CCCCC1 (stereo not given)	8	-1	74*	1	1.6	0.2	-3	11	-2
O=[N+]([O-])c1ccc(O)c(C=Nc2ccc3nc(-c4ccccc4)[nH]c3c2)c1	15	1	46	-1	0.8	0.5	-28	-2	17
Cc1cc(C)nc(SCc2ccc3nonc3c2)n1	11	0	33	-2	0.1	0.4	-18	7	-8
COCC(C)NC(=O)C1CC(=O)N(c2ccc(C)cc2)C1 (stereo not given)	4&7	18	11	0	0.1	-1.8	7	23	7
COc1cccc(CNc2ccc(N3CCC(C)CC3)cc2)c1OC	8	3	42	2	0.3	4.3	-3	9	-3
COc1ccc(-n2nc3c(c2NC(=O)Cc2cccc(C)c2)CS(=O)C3)cc1 (stereo not given)	9	7	7	2	-1.0	0.5	2	11	-20
CCOC(=O)c1c(N2CCCCC2)c2ccccc2[nH]c1=O	2	0	23	7	0.1	-4.8	-29	5	6
O=C(NCc1cccc(C(F)(F)F)c1)c1cccc(Cl)c1Cl	7	10	39	0	-0.2	0.7	4	13	39
N#CC(C#N)=C1C=C2C=C(N3CCCCCC3)CCC2CC1 (stereo not given)	10	8	9	2	67	4.3	-5	8	11
FC(F)(F)c1cccc(NC(=S)NCc2ccccc2)c1	24	5	47	0	-0.1	-3.9	5	5	-1
COc1cccc(CN2CCNC(=O)C2CC(=O)NCCCn2ccnc2)c1 (stereo not given)	8	2	5	-2	0.3	1.0	-14	4	7
CCOC(=O)c1c(C)[nH]c(C(=O)OCC(=O)NC2CCS(=O)(=O)C2)c1C (stereo not given)	15	15	17	3	0.1	-2.8	6	20	8
COc1ccc(OCCOCCOc2ccc(C)cc2[N+](=O)[O-])cc1	3	0	10	5	0.0	1.7	-5	-10	16
Cc1nc(SCc2c(F)cccc2Cl)c2c(=O)n(C)c(=O)n(C)c2n1	8	-2	57	-2	-0.8	1.6	-8	3	8
CN(C)CCC(O)c1ccccc1 (stereo not given)	8	7	-6	-1	0.2	1.3	-13	8	14
CCCn1c2c(c(O)c(C(=O)NCCCN(CC)CC)c1=O)CCCC2	8	5	-6	-2	-0.6	0.1	13	10	16
COc1ccccc1NC(=O)c1ccc(NC(=O)Cc2n[nH]c(=O)c3ccccc23)cc1	14	2	-4	-2	0.2	-3.6	1	7	6
CCN(CC)CCOc1ncnc2c1oc1ccccc12	2	4	4	-2	-0.4	0.6	-6	11	8
Cc1nn(Cc2ccc(Cl)cc2)c(C)c1NC(=O)c1ccc([N+](=O)[O-])cc1	9	-14	14	-1	0.6	-6.8	-3	5	-17
O=C(Nc1ccc(CN2CCOCC2)cc1)c1ccccc1F	3	6	-32	0	0.2	0.3	2	10	32

As a short view, some entries already given.
SMILES	EP2 antag	FXIa inh	CHOP inh	Wee1 stabilizer	zVAD death inh	TNF necrop inh	Tb hexokinase	FXIIa inh 1536	PPC-1+TRAIL kill
Cc1nc(SCc2c(F)cccc2Cl)c2c(=O)n(C)c(=O)n(C)c2n1	8	-2	57	-2	-0.8	1.6	-8	3	8
CN(C)CCC(O)c1ccccc1 (stereo not given)	8	7	-6	-1	0.2	1.3	-13	8	14
CCCn1c2c(c(O)c(C(=O)NCCCN(CC)CC)c1=O)CCCC2	8	5	-6	-2	-0.6	0.1	13	10	16
COc1ccccc1NC(=O)c1ccc(NC(=O)Cc2n[nH]c(=O)c3ccccc23)cc1	14	2	-4	-2	0.2	-3.6	1	7	6
CCN(CC)CCOc1ncnc2c1oc1ccccc12	2	4	4	-2	-0.4	0.6	-6	11	8
Cc1nn(Cc2ccc(Cl)cc2)c(C)c1NC(=O)c1ccc([N+](=O)[O-])cc1	9	-14	14	-1	0.6	-6.8	-3	5	-17
O=C(Nc1ccc(CN2CCOCC2)cc1)c1ccccc1F	3	6	-32	0	0.2	0.3	2	10	32

(further entries)
SMILES	EP2 antag	FXIa inh	CHOP inh	Wee1 stabilizer	zVAD death inh	TNF necrop inh	Tb hexokinase	FXIIa inh 1536	PPC-1+TRAIL kill
CCOCCCNC(=O)N[C@@H](C)C(=O)OC	6	-2	18	5	-0.2	-2.8	0	10	12
CCOc1ccc(-c2c(C(=O)N/N=C/c3ccc(OC(C)C)cc3)nnn2-c2nonc2N)cc1	11	-8	36	1	0.3	2.5	0	5	3
Cc1[nH]nc2c1C1(CCN(C(=O)c3ccccc3)CC1)C(C#N)=C(N)O2	3	-1	-3	-3	-0.4	-1.1	3	0	19
Cc1nc2c(c(=O)c3ccccc3n2C)c(=O)n1-c1ccc(F)cc1	4	-6	8	-2	-0.4	-0.1	-19	0	23
CC(=O)Nc1nc(-c2ccccc2)nc(-c2ccccc2OC(C)=O)n1	21	-5	90*	2	4.2	2.4	-4	13	22
C1CCCCCC(NCCN2CCNCC2)CCCCC1	5	2	-26	1	-3.3	-27	3	4	11
COc1cc(NC(=O)CSc2nncn2C)cc(OC)c1OC	4	1	-19	2	0.7	-0.2	0	5	9
C/C(=N\NC(=O)C1CC1c1ccccc1)c1cccc([N+](=O)[O-])c1 (stereo not given)	13	-6	9	2	0.5	-4.4	-6	18	-9
CCCN1CNC(=S)N(c2cccc(C)c2C)C1	4	2	21	-3	-0.3	-0.3	2	17	7
O=C(O)CCSCC(=O)c1ccc2c(c1)OCCO2	7	2	39	-1	-0.4	-1.2	6	8	3
O=C(CSc1ncn(-c2ccccc2)n1)Nc1nc(-c2ccccc2)cs1	6	-3	42	1	0.9	2.0	1	4	2
Cc1c(Cl)c(-c2n[nH]c(=S)n2Cc2ccco2)nn1C	16	0	0	-2	-0.2	-1.5	9	22	-10
COc1cccc(-c2nc(Oc3cc(C)cc(C)c3)c3ccccc3n2)c1O	1	6	42	-2	1.0	-0.8	12	11	11
CCOC(=O)CN(Cc1ccccc1)S(=O)(=O)c1ccc(NC(C)=O)cc1	6	-7	5	-1	-0.1	-1.1	8	-12	11
COc1ccccc1N1CC(O)=C(c2nc3ccccc3s2)C1=N	11	21	3	2	2.7	-2.3	-17	22	40
CCCn1c(SCC(=O)NC23CC4CC(CC(C4)C2)C3)n[nH]c1=O	9	16	-6	2	0.1	-1.7	0	23	8
CC1Cc2ccccc2N1C(=S)Nc1cccc(S(=O)(=O)N(C)C)c1 (stereo not given)	22	-3	7	1	1.3	0.7	0	3	16
O=C1c2ccccc2C(=O)C1c1ccc2ccccc2n1	4	9	92*	0	47	-3.9	-6	18	84*[5 µM]
O=c1c2ccccc2nc(COc2ccccc2)n1/N=C/c1cn[nH]c1-c1ccccc1	7	1	85*	3	2.0	-1.8	-1	12	17
COc1cc(OC)c2c(-c3ccccc3)cc(=O)oc2c1C(CC(=O)N1CCCC1)c1ccc2c(c1)OCO2 (stereo not given)	21	2	31	x	-0.4	-3.5	-20	7	3
Cc1ccc(CSCC(=O)NCc2ccc3c(c2)OCO3)cc1	12	-1	15	0	-0.4	1.7	2	7	-2
COc1ccc(Cc2c(Cl)ncnc2Cl)cc1	5	-1	-23	-3	-1.1	-3.4	-2	9	10
NC(=O)C1CCN(C(=O)/C=C/c2cc(Br)ccc2F)CC1	6	0	7	1	1.4	0.5	-4	-2	-18
CC(=O)NC1CSCC1OC(C)=O (stereo not given)	6	10	19	-1	0.5	0.9	-9	23	4
Cc1ccc(C2C(C#N)C(C#N)N3CCCN23)cc1 (stereo not given)	23	-8	-8	5	0.9	-0.1	-11	-12	17
O=S(=O)(NC1=NCCC1)c1cccs1	1	-1	-5	0	-0.1	-1.1	4	7	2
CC(C)C[C@H](NC(=O)c1nc[nH]c1C(=O)NCCCCCNC(=O)OC(C)(C)C)C(=O)OCc1ccccc1	12	0	3	0	2.2	-1.2	4	9	19
O=C(c1cnn2c1NC(c1ccc(Br)cc1)CC2C(F)(F)F)N1CCN2CCCC2C1 (stereo not given)	7	3	-2	-1	-0.3	-12	-6	17	-22
Cc1cc(C)nc(NS(=O)(=O)c2cccs2)c1	7	0	7	4	x	1.2	-4	4	18
O=c1c2ccccc2nc2c3ccccc3ncn12	14	x	x	-1	0.9	0.7	-5	x	15
CCN(c1ccccc1)S(=O)(=O)c1ccc(F)c(C(=O)O)c1	5	-2	1	-1	-0.8	0.9	-1	3	8
C=CCN1C(=O)C(Cc2ccc(Br)cc2)S/C1=N\N=C\c1ccco1 (stereo not given)	6	-11	32	-1	-0.3	-2.4	-1	-2	17
O=C(Nc1ccc2[nH]c3c(c2c1)CCCC3)c1ccco1	3	2	42	7	41	0.4	-16	6	5
CCOc1cc(S(=O)(=O)NCc2cccnc2)c(C)cc1C	6	-1	15	5	-1.2	-1.6	-2	5	7
COc1ccc(CC(=O)NCC(=O)N/N=C/c2ccc(C)o2)cc1	2	1	2	0	2.1	-2.0	-5	4	22
COc1ccc(-n2nc(C)c3sc(C)nc3c2=O)cc1	11	-6	1	0	0.5	0.8	2	7	-3

A portion of the library; rates above refer to the full screens.
